# Yfh1-depleted yeast: enhancers of respiration in Yfh1-depleted yeast, dose response, Friedreich's ataxia, plus single-dose screen (AID 1465); S. cerevisiae Yfh1-off respiration, WST-1 reduction, 72 h; higher fold induction means a stronger effect; one-dose fold induction at 50 µM; EC50 in µM for titrated hits; actives 0.074% (n = 220,000);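 active means fold induction of absorbance versus untreated yeast above a set limit, then at least 30% activation at any dose in follow-up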;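 further: activators that raise dye reduction in frataxin-depleted yeast; strong numbers were not always called active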
# PMI inhibitors: inhibitors of human PMI, primary screen, biochemical, fluorescence intensity, coupled assay (AID 1209). one-dose inhibition, % at 20 µM; IC50 in µM for titrated hits. actives 0.42% (n = 190,000). purified PMI enzyme, coupled fluorescence intensity; higher % means a stronger effect;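 further: plate controls were DMSO vehicle for no effect and wells lacking substrate for full effect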
# bCat nuc transl: alters nuclear translocation of beta-catenin in HeLa cells. immunofluorescence imaging. actives 0.3% (n = 190,000). AID 1665. nuclear translocation activity, % at 5 µM;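 active means nuclear translocation activity above 50% at 5 µM, with a well cell count of 50 or more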;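 further: per-cell ratio of nuclear to cytoplasmic median beta-catenin stain intensity; plate controls were DMSO negative control for no effect and GSK-3 inhibitor IX positive control for full effect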
#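 System: Human HeLa cells, endogenous beta-catenin | Compound dosing: 5 µM primary, 0.02–20 µM confirmation | Timing: 24 h compound exposure at 37°C, 5% CO2 | Measured by: Fluorescence imaging of beta-catenin antibody stain plus DAPI | Read-out basis: % activation of per-cell nuclear versus cytoplasmic median beta-catenin signal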
# Autophagy mod: alters autophagy in cells; actives 0.98% (n = 190,000); MEF GFP-LC3 puncta imaging; test concentration mostly 10 µM; calls only at 10 µM (by protocol);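 active means percentage of spot-positive cells more than 3 SD above its plate mean, without a fluorescence outlier flag or 80% toxicity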;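 further: spot-positive cell cutoff set from DMSO-treated cells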
# PMI inhibition: human PMI inhibitors, high substrate, primary screen, biochemical, fluorescence intensity, high mannose 6-phosphate (AID 1220). recombinant PMI enzyme, coupled fluorescence intensity; higher % means a stronger effect. one-dose inhibition, % at 20 µM; IC50 in µM for titrated hits. actives 0.66% (n = 190,000)
# Dynein transport: dynein cargo transport inhibition; 3617.4 mouse cells, GR-EGFP nuclear translocation imaging; test concentration mostly 20 µM; stimulated with dexamethasone, 1 µM; hits give low values; z-score, hits read low; actives 0.47% (n = 220,000); AID 1381;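 active means plate z-score of nuclear minus cytoplasmic receptor signal below a set negative limit, without overly bright fluorescence or cell loss, cut at about -3.5 in these data, passing the limit was not always enough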;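 further: z-score of nuclear minus cytoplasmic ring GR-EGFP intensity difference per well; some compounds called inactive have numbers as strong as hits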
#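 Also added: dexamethasone, 1.0 µM final. Medium: tet-free, stripped-serum medium. Detection: fixed, Hoechst-stained cells imaged at 10x for EGFP. Read-out: nuclear-to-cytoplasmic GR-EGFP distribution per well. Times: induction 48 h, compound 1 h, agonist 30 min.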
# MT stabilize HCS: microtubule stabilization, imaging screen. % tubulin-high responders, % at 10 µM. HeLa tubulin immunostaining HCS, 24 h; share of cells brighter than vehicle mean+2SD. AID 2205. actives 0.83% (n = 200,000);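 active means plate Z-score above 3 for both tubulin-high and condensed-nucleus cell shares, with cell loss under 80%, at 10 µM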;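 further: anti alpha tubulin signal scored within the nucleus-defined area of each cell; some results filed as inactive read as strong as hits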
# WT yeast gro inh: growth inhibition of WT yeast, mitochondrial fusion screen; mitochondrial fusion phenotypic screen, WT strain; inhibition, % at 10 µM; actives 2.1% (n = 190,000); AID 1362; in the data active means inhibition above about 58%; tested in S. cerevisiae
# Ins promoter up: MIN6 insulin promoter up-regulation | AID 1625 | z-score at 5 µM | MIN6 insulin promoter-GFP reporter, high-content imaging; hits give high values | actives 0.3% (n = 190,000);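 active means z-score above 3 at 5 µM with at least 500 cells counted in the well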
# WT yeast gro inh mutant strain: also measured in WT yeast gro inh; calls as there; inhibition, %; mitochondrial fusion phenotypic screen, mutant strain inhibition
# Dynein transport cytoplasmic EGFP: recorded beside Dynein transport, whose call it bears; z-score; measured here: cytoplasmic GR-EGFP intensity; hits give high values
# Dynein transport nuclear GR-EGFP: second read-out of Dynein transport, no call of its own (marks repeat the call); z-score; measured here: nuclear GR-EGFP intensity;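 lower value marks the stronger effect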
# Dynein transport cell count: further read-out of Dynein transport, marked with its call; z-score; measured here: cell count per field
# Ins promoter up cell count: also measured in Ins promoter up; calls as there; cell count; measured here: cytotoxicity, nuclei count;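 total cells summed across four imaged fields per well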
# bCat nuc transl cell count 5 µM: also measured in bCat nuc transl; calls as there; cell count; measured here: cell count, cytotoxicity flag
# MT stabilize HCS Hoechst-high %: recorded beside MT stabilize HCS, whose call it bears; % Hoechst-high responders; measured here: nuclear condensation Hoechst responders;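 share of cells brighter than vehicle mean plus two SD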
# MT stabilize HCS cytotoxicity %: second read-out of MT stabilize HCS, no call of its own (marks repeat the call); toxicity, %; measured here: cytotoxicity by cell density;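 0% = mean cell density of plate MIN control wells and 100% = no cells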
# Autophagy mod cell loss 18 h: second read-out of Autophagy mod, no call of its own (marks repeat the call); toxicity, %; measured here: cell loss, nuclei count;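 cell loss after 18 h compound exposure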
# Numbers without * were called inactive; i = inactive; nt = not tested or not shown; + = active, no number. Unless noted, no stated cut-off is given here; in the data, active means inhibition above about 50%; inactive means the rest.
mol	Yfh1-depleted yeast	PMI inhibitors	bCat nuc transl	bCat nuc transl cell count 5 µM	Autophagy mod	Autophagy mod cell loss 18 h	PMI inhibition	Dynein transport	Dynein transport cytoplasmic EGFP	Dynein transport nuclear GR-EGFP	Dynein transport cell count	MT stabilize HCS	MT stabilize HCS Hoechst-high %	MT stabilize HCS cytotoxicity %	WT yeast gro inh	WT yeast gro inh mutant strain	Ins promoter up	Ins promoter up cell count
Nc1ccc(CN2CCOCC2)cc1	i	2%	-0.1	1128	i	2	7%	0.35	-0.3	0.4	-0.29	1.9	1.7	6.1	-15	7	-0.31	1266
Cc1ccc(S(=O)(=O)C(CCC(=O)c2ccc(Cl)cc2)C(N)=O)cc1 (stereo unspecified)	i	4%	0.1	1331	i	-2	-6%	-0.43	-0.18	-0.37	0.56	2.3	1.8	7.7	3	3	0.21	1415
COc1cc(C(=O)NC(C)Cc2cccs2)cc(OC)c1OC (stereo unspecified)	i	-6%	-2.5	1133	i	-4	1%	0.66	-0.31	0.58	-0.64	1.3	3.0	9.0	-8	9	0.13	1363
CCCCCCCOc1ccc(OC(=O)c2ccncc2)cc1	i	8%	nt	nt	i	38	3%	-0.61	-0.14	-0.022	0.084	0.7	0.3	14	-2	4	1	623
Cc1cc(=O)oc(C)c1C(=O)Nc1ccc(F)cc1	i	nt	0.6	1340	nt	nt	nt	-0.12	-0.28	-0.13	0.26	nt	nt	nt	nt	nt	1.2	1523
COc1cccc2c1OCC([C@@H]1C[C@H]3CN(Cc4cccc(Cl)c4)C(=O)[C@]34CCCN14)=C2	i	0%	1.9	838	i	5	3%	0.85	0.0052	0.84	-1.4	1.5	0.8	2.8	24	-2	nt	nt
COc1ccc2c(c1)OC(O)(C(F)F)CC2=O (stereo unspecified)	i	10%	1.1	882	i	-6	4%	-1	0.64	-0.16	0.43	2.6	1.3	4.0	4	3	0.81	1202
O=C(Nc1ccc(Cl)c(Cl)c1)Nc1ccc([N+](=O)[O-])cn1	i	nt	-1.4	1126	nt	nt	nt	-0.45	-0.24	-0.3	1	nt	nt	nt	nt	nt	-0.4	1304
O=[N+]([O-])c1cc(C(F)(F)F)cc([N+](=O)[O-])c1N1CCCNCC1	i	11%	3.2	942	i	-2	3%	0.25	-0.26	0.57	-0.29	6.3	8.1	2.7	-7	11	0.4	1532
COc1ccc(NC(=O)C2CCCN(S(=O)(=O)c3cccc4cccnc34)C2)cc1 (stereo unspecified)	i	4%	nt	nt	i	1	-4%	0.12	-0.27	0.061	0.33	2.6	3.9	4.5	-3	-6	-0.03	731
COc1cccc(C(=O)O/N=C(\N)c2ccncc2)c1OC	i	4%	1.7	1058	i	-5	-4%	0.52	-0.2	0.56	-0.34	4.0	2.0	5.1	-5	13	0.42	1559
COc1ccc(NC(=O)C(=O)NCCN2CCN(C(=O)C(c3ccccc3)c3ccccc3)CC2)cc1	i	11%	nt	nt	i	-2	10%	0.62	-0.19	0.089	-0.81	1.1	1.6	7.9	2	-7	nt	nt
Cc1ccc(Nc2nc(C)cs2)cc1	i	nt	-0.9	1592	i	-17	nt	-0.56	-0.32	0.0099	0.31	nt	nt	nt	8	-5	nt	nt
C[C@H](NC(=O)OCc1ccccc1)c1nnc([C@H](C)NC(=O)OCc2ccccc2)o1	i	nt	2.5	1329	nt	nt	nt	0.93	-0.7	0.44	-0.92	nt	nt	nt	nt	nt	1.2	941
O=C(c1ccc([N+](=O)[O-])cc1)N1CCC(n2nnc3cc(F)ccc32)CC1	i	nt	0.9	1442	i	2	nt	0.39	-0.34	-0.058	0.14	0.9	1.4	8.5	-9	-6	-0.73	1602
COc1ccc(Br)cc1C(=O)Nc1ccc(C(=O)O)cc1	i	-10%	3.1	890	i	22	-9%	0.24	0.0039	0.34	-0.24	2.3	2.1	10	-9	-7	0.3	1557
Cc1nc2ccccc2cc1OCc1ccc(F)cc1	i	14%	-1.8	982	i	17	17%	nt	nt	nt	nt	1.6	3.3	3.9	-16	-4	-0.95	1380
CCn1c(=N)n(CC(=O)c2ccc(Br)s2)c2ccccc21	i	nt	-0.7	1154	nt	nt	nt	-0.19	-0.24	-0.18	0.5	nt	nt	nt	nt	nt	0.02	1463
O=C(Cn1cnc2cc([N+](=O)[O-])ccc2c1=O)Nc1cccc(S(=O)(=O)N2CCOCC2)c1	i	3%	1.0	1082	i	-2	11%	-0.23	-0.22	0.0049	0.028	1.6	2.7	11	-1	2	1.2	1149
C=CCNc1sc(C(=O)c2ccc(Br)s2)c(N)c1C#N	i	4%	-17	1197	+	15*	0%	-0.36	0.38	-0.2	0.53	2.3	1.3	6.0	1	-14	nt	nt
CC1=C(C(=O)O)N2C(=O)C(NC(=O)c3ccn(C)n3)C2SC1 (stereo unspecified)	i	-3%	nt	nt	i	-26	-2%	0.32	-0.18	0.0098	-0.64	5.0	1.7	3.2	-3	-2	nt	nt
CCN(CC)c1ccc(C(=O)NC(=S)Nc2cc(S(=O)(=O)N3CCOCC3)ccc2-n2cncn2)cc1	i	-11%	nt	nt	i	10	-3%	0.57	-0.29	-0.16	-0.44	5.3	3.2	2.1	17	3	0.28	1238
C(=N\Nc1nc2ccccc2[nH]1)/c1cccs1	i	5%	-2.2	1467	i	4	2%	-0.33	-0.076	-0.0075	0.00066	1.3	1.0	3.7	-3	-1	-0.34	1209
COc1cccc(CNCc2ccc(SC)cc2)c1OC	i	3%	-0.9	1384	i	-19	0%	-0.27	-0.042	0.18	0.21	2.0	1.6	3.5	-4	12	0.38	1466
Cc1ccc(Cn2nc(C)c(NC(=O)c3nn(C)cc3Cl)c2C)cc1	i	-5%	-0.9	1036	i	-11	-8%	0.27	-0.24	0.019	0.38	4.2	2.6	7.7	-4	-4	nt	nt
CCCCS(=O)(=O)NC1=NCN(CC)CN1	i	0%	-0.1	1267	i	19	4%	-0.15	-0.34	0.011	0.12	5.6	3.3	6.3	5	-10	0.45	1632
COc1cccc(-c2csc(N3CCN(C(=O)Nc4ccc(Cl)cc4)CC3)n2)c1	i	4%	-0.8	987	i	14	4%	0.82	-0.2	0.63	-0.48	1.1	0.8	7.0	67*	32*	nt	nt
CCn1c(=O)cc(OCC(=O)NCCc2cccc(C)c2)c2ccccc21	i	-5%	1.4	940	i	6	-6%	-0.95	0.25	-0.59	1.2	1.5	3.7	3.3	4	-18	-0.45	1131
COc1ccccc1N=Nc1[nH]c2ccc(C)cc2c1O	i	-26%	-1.2	1181	i	-7	-34%	-0.19	-0.33	-0.29	0.66	1.6	3.4	5.5	-17	-7	-0.6	1362
O=C(c1ccc2c(c1)OCO2)C1CCCN(Cc2cn[nH]c2-c2ccccc2)C1 (stereo unspecified)	i	4%	1.9	957	i	-16	-2%	0.36	-0.3	-0.038	0.12	4.3	2.2	6.6	6	-8	-0.27	1493
Cc1nnc(SCC(=O)Nc2ccc(-c3nc4ccccc4s3)cc2)s1	i	-2%	0.7	888	i	-6	-6%	-0.51	-0.32	-0.51	0.3	3.1	6.0	4.0	-9	-18	0.15	1292
CCOc1ccc(CSCCNC(=S)Nc2ccccc2)cc1	i	14%	-3.4	1134	i	21	16%	0.96	-0.19	1.2	-1.4	4.9	2.2	1.7	71*	54*	-0.33	1527
COC(=O)Nc1ccc(NC(C)=O)cc1	i	7%	nt	nt	i	-4	6%	-0.51	-0.24	0.24	0.91	3.9	2.2	5.7	1	32	-0.46	1212
Cc1ccc(C(=O)c2ccc([N+](=O)[O-])cc2)c(C)c1	i	8%	-4.2	1213	i	-5	3%	-0.99	-0.13	-0.3	1.2	2.6	2.9	6.7	19	-7	-0.21	952
Cc1nn(CCCC(=O)NCc2ccccc2)c(C)c1[N+](=O)[O-]	i	6%	nt	nt	i	-7	-5%	-0.33	-0.27	-0.62	0.66	2.5	2.1	5.5	8	11	-0.28	1219
CCOC(=O)C1C(=O)CC(C)(O)C(C(=O)OCC)C1c1ccc(NC(C)=O)cc1 (stereo unspecified)	i	4%	0.5	1093	i	9	10%	1.4	-0.24	0.28	0.081	3.0	2.0	5.5	-7	-3	-0.19	1215
COc1ccc(Br)cc1-c1noc(-c2ccccc2F)n1	i	8%	nt	nt	i	-5	5%	0.16	-0.24	0.35	0.14	4.1	3.1	5.1	5	5	-0.42	1321
COc1ccc(CC/C(=N\O)C2(O)CCCCC2)cc1	i	-1%	0.4	1118	i	13	7%	0.87	-0.32	0.38	-0.15	5.6	3.2	5.2	-8	-20	-0.41	1170
Cc1ccc2c(c1)S/C(=C/c1ccc[n+](C)c1)N2CCO	i	6%	nt	nt	i	14	10%	-0.63	0.36	-0.19	0.55	3.5	2.1	0.8	18	18	nt	nt
NC(=O)CSc1nc2sc(-c3ccccc3)cc2c(=O)n1N	nt	7%	-1.6	1281	i	-27	3%	0.21	-0.2	0.76	0.79	2.7	1.3	7.8	1	6	0.64	1545

# Looked up by structure from the entries so far, 2 records:
mol	Yfh1-depleted yeast	PMI inhibitors	bCat nuc transl	bCat nuc transl cell count 5 µM	Autophagy mod	Autophagy mod cell loss 18 h	PMI inhibition	Dynein transport	Dynein transport cytoplasmic EGFP	Dynein transport nuclear GR-EGFP	Dynein transport cell count	MT stabilize HCS	MT stabilize HCS Hoechst-high %	MT stabilize HCS cytotoxicity %	WT yeast gro inh	WT yeast gro inh mutant strain	Ins promoter up	Ins promoter up cell count
O=C(Cn1cnc2cc([N+](=O)[O-])ccc2c1=O)Nc1cccc(S(=O)(=O)N2CCOCC2)c1	i	3%	1.0	1082	i	-2	11%	-0.23	-0.22	0.0049	0.028	1.6	2.7	11	-1	2	1.2	1149
C(=N\Nc1nc2ccccc2[nH]1)/c1cccs1	i	5%	-2.2	1467	i	4	2%	-0.33	-0.076	-0.0075	0.00066	1.3	1.0	3.7	-3	-1	-0.34	1209

# Compound activity as filed in PubChem BioAssay.
